High-throughput results from PubChem.
Dynein cargo inh: inhibitors of GR-EGFP nuclear translocation, primary screen, dynein cargo transport inhibitor project, imaging, high-content, 3617.4 mouse cells; test concentration mostly 20 µM; stimulated with dexamethasone, 1 µM; stronger effect = lower value; z-score, hits read low; 0.47% of 220,000 active; AID 1381, 2008;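 active = plate z-score of nuclear minus cytoplasmic receptor signal below a set negative limit, without overly bright fluorescence or cell loss, cut at about -3.5 in these data, passing the limit was not always enough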;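 note: z-score of nuclear minus cytoplasmic ring GR-EGFP intensity difference per well; some compounds called inactive have numbers as strong as hits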
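Buffer or medium – tet-free medium with charcoal-stripped serum · Signal – automated 10x imaging of fixed Hoechst-stained cells · Also added – dexamethasone agonist, 1.0 µM final, for 30 min · Incubation – induction 48 h, compound 1 h, agonist 30 min · Read-out – GR-EGFP nuclear translocation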
CSM14.1 death rescue: rescue of cells from ER stress-induced death, primary screen, 384-well, CSM14.1, thapsigargin, ATP luminescence (AID 1222); CSM14.1 thapsigargin-induced death rescue, ATP luminescence; higher % means a stronger effect; cellular ATP content (survival), % at 20 µM; hits with a dose series show EC50 in µM; 190,000 tested, under 10 active;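 active = EC50 below 50 µM in the dose-response confirmation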;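 note: death triggered by thapsigargin at about 15 µM added after 2 h compound pretreatment; cell ATP read after overnight thapsigargin exposure of roughly 18 to 22 hours; normalized against plate controls of thapsigargin alone and 5% DMSO vehicle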
M17LAP inhibition: P. falciparum M17LAP inhibitors, primary screen, biochemical, fluorogenic H-Leu-NHMec substrate, 1536-well (AID 1619). Leucine aminopeptidase (Plasmodium falciparum (isolate 3D7)). recombinant M17LAP, H-Leu-NHMec fluorogenic kinetic assay; higher % means a stronger effect. 0.38% of 220,000 active. inhibition, % at 30 µM, or IC50 in µM where a hit was titrated;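 active = compound inhibiting the enzyme by more than half at any dose during confirmatory dose-response retesting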;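 note: plate controls were full reaction with DMSO carrier for no effect and no enzyme background for full effect; strong numbers were not always called active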
Lipid droplet: inhibitors of hepatocyte lipid droplet formation, primary screen, imaging, high-throughput imaging, BODIPY stain; inhibition, % at 6.5 µM; 0.4% of 240,000 active; AID 1656, 2009; AML12 mouse hepatocytes, oleate lipid droplets;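 active = lipid droplet intensity inhibited by at least 50%, with more than 500 cells counted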
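Material: mouse AML12 hepatocyte cell line, fixed after treatment; Timing: compound with oleate, overnight; Technique: high-content imaging of BODIPY-stained droplets and DAPI nuclei; Probe or stimulus: oleate, 100 µM final; Dosing: compound at 6.5 µM only.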
MT stabilizer: microtubule stabilizers in HeLa cells, primary screen, imaging, high-content imaging | HeLa tubulin immunostaining HCS, 24 h; share of cells brighter than vehicle mean+2SD | % tubulin-high responders, % at 10 µM | 0.83% of 200,000 active | AID 2205, 2009;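 active = plate Z-score above 3 for both tubulin-high and condensed-nucleus cell shares, with cell loss under 80%, at 10 µM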;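 note: anti alpha tubulin signal scored within the nucleus-defined area of each cell; some results filed as inactive read as strong as hits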
M1AAP inhibition: P. falciparum M1AAP inhibitors, biochemical, fluorogenic H-Leu-NHMec substrate, 1536-well (AID 1445); recombinant M1AAP, H-Leu-NHMec fluorogenic kinetic assay; higher % means a stronger effect; one-dose inhibition, % at 30 µM; IC50 in µM for titrated hits; 0.42% of 220,000 active;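 active = primary inhibition above the hit cutoff, then over 50% inhibition at one or more dose response concentrations, cut at about 23% in these data, passing the limit was not always enough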;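 note: plate controls were DMSO full reaction for no effect and no enzyme background for full effect; strong numbers were not always called active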
Insulin prom up: insulin promoter activators in MIN6 cells, imaging, high-content screening, mouse beta cells; 0.3% of 190,000 active; z-score at 5 µM; MIN6 insulin promoter-GFP reporter; stronger effect = higher value;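 active = z-score above 3 at 5 µM with at least 500 cells counted in the well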
Autophagy mod: autophagy modulators in MEF cells, primary screen, imaging, high-content, MEF GFP-LC3 | calls only at 10 µM (by protocol) | AID 463193, 2010 | 0.98% of 190,000 active | MEF GFP-LC3 puncta imaging; test concentration mostly 10 µM;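 active = percentage of spot-positive cells more than 3 SD above its plate mean, without a fluorescence outlier flag or 80% toxicity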;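 note: spot-positive cell cutoff set from DMSO-treated cells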
Yfh1-depleted yeast: enhancers of respiration in Yfh1-depleted yeast, dose response, Friedreich's ataxia, plus single-dose screen (AID 1465); fold induction at 50 µM, or EC50 in µM where a hit was titrated; 0.074% of 220,000 active; S. cerevisiae Yfh1-off respiration, WST-1 reduction, 72 h; higher fold induction means a stronger effect;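 active = fold induction of absorbance versus untreated yeast above a set limit, then at least 30% activation at any dose in follow-up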;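 note: activators that raise dye reduction in frataxin-depleted yeast; strong numbers were not always called active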
Dynein cargo inh cytoplasmic EGFP: further read-out of Dynein cargo inh, marked with its call; z-score; measured here: cytoplasmic GR-EGFP intensity; stronger effect = higher value
Dynein cargo inh nuclear GR-EGFP: also measured in Dynein cargo inh; calls as there; z-score; measured here: nuclear GR-EGFP intensity;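 lower value marks the stronger effect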
Dynein cargo inh cell count: recorded beside Dynein cargo inh, whose call it bears; z-score; measured here: cell count per field
Insulin prom up cell count: second read-out of Insulin prom up, no call of its own (marks repeat the call); cell count; measured here: cytotoxicity, nuclei count;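 total cells summed across four imaged fields per well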
Lipid droplet cells 6.5 µM: second read-out of Lipid droplet, no call of its own (marks repeat the call); cell count; measured here: cell count, cytotoxicity flag;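 cells counted across two imaged fields per well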
MT stabilizer Hoechst-high %: also measured in MT stabilizer; calls as there; % Hoechst-high responders; measured here: nuclear condensation Hoechst responders;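 share of cells brighter than vehicle mean plus two SD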
MT stabilizer cytotoxicity %: second read-out of MT stabilizer, no call of its own (marks repeat the call); toxicity, %; measured here: cytotoxicity by cell density;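 0% = mean cell density of plate MIN control wells and 100% = no cells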
Autophagy mod cell loss 18 h: also measured in Autophagy mod; calls as there; toxicity, %; measured here: cell loss, nuclei count;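 cell loss after 18 h compound exposure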
Starred values were filed as active, the others as inactive; i = inactive; / = not tested or not shown.

Values run as follows: Dynein cargo inh, Dynein cargo inh cytoplasmic EGFP, Dynein cargo inh nuclear GR-EGFP, Dynein cargo inh cell count, CSM14.1 death rescue, M17LAP inhibition, Lipid droplet, Lipid droplet cells 6.5 µM, MT stabilizer, MT stabilizer Hoechst-high %, MT stabilizer cytotoxicity %, M1AAP inhibition, Insulin prom up, Insulin prom up cell count, Autophagy mod, Autophagy mod cell loss 18 h, Yfh1-depleted yeast
- NC(=O)Nc1ccc(C(=O)OCC(=O)N(Cc2ccccc2)C2CCS(=O)(=O)C2)cc1 (centres undefined)
 : -0.23, -0.22, -0.42, 0.8, -0.8%, -17%, 1, 691, 2.9, 2.3, 0.8, 0%, -0.07, 1189, i, -4, i
- CC(C)(C)OC(=O)NCCCCCc1nnc(SCc2cccc(F)c2)o1
 : 0.19, -0.23, 0.63, -0.68, /, 7%, 16, 661, /, /, /, 9%, -0.08, 1089, /, /, i
- COc1cc2c(c(OC)c1OC)CCc1cnoc1-2
 : -0.42, -0.28, 0.6, -0.095, /, -7%, 0, 810, /, /, /, -1%, 0.54, 932, /, /, i
- CCOC(=O)Cn1cnc2c(C#N)c3n(c2c1=O)CCCCC3
 : -0.96, -0.41, -0.4, 0.23, 1.4%, -1%, /, /, 2.7, 2.2, 9.2, 4%, 0.99, 1315, i, -4, i
- C/C(=N\NC(=O)C(NC(=O)c1ccccc1)C(C)C)c1ccccc1 (centres undefined)
 : 1.4, -0.2, 1.9, -1.5, -2.3%, -3%, /, /, 3.6, 1.4, 6.5, 3%, 0.01, 1672, i, -24, i
- COCC(=O)Nc1nc2n(n1)C(c1ccc(OC)cc1)CC(c1ccc(OC)cc1)N2 (centres undefined)
 : -0.46, 0.15, -0.17, 0.66, -2.0%, -67%, 0, 827, 1.7, 1.5, 4.7, 1%, 0.5, 1339, i, -5, i
- CCc1cccc2[nH]c3cc([N+](=O)[O-])ccc3c12
 : -0.004, -0.26, -0.051, -0.1, /, -1%, 6, 800, /, /, /, -2%, 0.09, 1466, /, /, i
- CS(=O)(=O)N1CCN(C(=O)NC2CCCCC2)CC1
 : -0.93, -0.14, -0.5, 0.79, -0.6%, 4%, 0, 701, 5.7, 1.3, 7.6, 4%, -0.55, 1484, i, 3, i
- COC(=O)c1cccc(NC(=O)Nc2ccccc2OC)c1
 : 0.67, -0.012, 0.5, -0.02, -2.6%, -2%, -2, 736, 5.4, 2.6, 0.6, 10%, -0.21, 1438, i, 23, i
- O=[N+]([O-])c1cccc(S(=O)(=O)N/N=C/c2ccc(O)cc2)c1
 : -0.47, -0.3, -0.13, 1.1, -0.8%, 11%, 7, 741, 2.2, 1.1, 8.6, 7%, -0.06, 1260, i, -19, i
- O=C(OC(C(=O)NC1CCCC1)c1cccnc1)C1=Cc2ccccc2OC1 (centres undefined)
 : -1.3, -0.21, -1.4, -0.011, 1.3%, -10%, /, /, 3.5, 1.5, 2.6, 1%, -0.34, 1719, i, 3, i
- Cc1cc(-c2ccccc2)nc(N(C)NC(=O)c2ccc(Cl)cc2)c1S(C)(=O)=O
 : 1.6, -0.31, 1.1, -0.28, -1.1%, -2%, 12, 793, 3.3, 1.7, 9.5, 10%, 0.19, 961, i, 2, i
- O=C(NCc1ccco1)c1c(O)c2cccc3c2n(c1=O)CCC3
 : 2.5, -0.027, 1.7, -1.6, -1.2%, 1%, /, /, 3.2, 2.6, 12, 5%, 0.08, 1184, i, -6, i
- CCCSc1ncnc2sc(C)c(C)c12
 : 0.37, 0.045, 0.4, -0.64, -1.1%, -17%, 5, 759, 3.2, 1.7, 1.0, 2%, -0.61, 1640, i, 6, i
- O=C(COn1nnc2ccc(Cl)cc21)NC12CC3CC(CC(C3)C1)C2
 : 1.3, -0.17, 0.76, -1.6, -0.1%, 10%, 15, 777, 2.5, 2.3, 2.1, -4%, 0.14, 877, i, 1, i
- CCOC(=O)C1CCN(C(=S)Nc2cc(C)ccc2C)CC1
 : 0.4, -0.27, 0.11, -0.31, -0.9%, 4%, 33, 594, 2.7, 2.0, 9.4, 8%, -0.55, 1569, i, 16, i
- O=C(CCN1CCOCC1)Nc1cccc(Br)c1
 : 1.8, -0.25, 0.83, 0.38, 0.1%, -15%, 12, 784, 5.5, 2.6, 0.9, -4%, /, /, i, -5, i
- C[C@H](NC(=O)OC(C)(C)C)C(=O)N/N=C/c1cccc2nccnc12
 : 0.39, -0.21, 0.15, 0.19, /, 8%, 12, 760, /, /, /, 2%, 0.25, 1440, /, /, i
- CCC(C)N1C(=O)S/C(=C/c2ccc(N3CCOCC3)cc2C)C1=O (centres undefined)
 : -0.63, -0.19, -0.42, -0.041, -2.3%, -2%, 10, 766, 5.7, 1.8, 6.7, 0%, 0.34, 1248, i, -4, i
- Cc1c(CCO)c(=O)n(C)n1C(=O)c1ccc(F)cc1
 : 2.6, -0.2, 0.6, -0.99, 1.3%, -2%, /, /, 3.1, 1.5, 3.7, 1%, -0.33, 1532, i, 6, i
- CS(=O)(=O)N1N=C(c2cccs2)CC1c1ccc(Cl)o1 (centres undefined)
 : 0.59, -0.16, 0.39, -0.67, 1.8%, -15%, 1, 739, 3.4, 3.0, 5.2, 3%, -0.53, 1113, i, -12, i
- Cn1c(=O)c2c(nc(CN3CCOCC3)n2CC(O)CO)n(C)c1=O (centres undefined)
 : 0.079, -0.25, 0.29, -0.25, -0.6%, -4%, 6, 752, 1.0, 1.2, 6.2, 2%, 0.63, 1200, i, -1, i
- COCCNC(=O)c1ccc2c(c1)nc(C)n2-c1cccc(F)c1
 : -0.3, -0.29, -0.53, 0.71, 3.3%, -12%, /, /, 3.1, 2.4, 7.2, 1%, 0.32, 1313, i, 8, i
- CNC(=O)c1ccsc1NC(=O)c1ccc(S(=O)(=O)N2CCc3ccccc32)cc1
 : 0.57, -0.21, 1.4, -0.09, -0.4%, 4%, 4, 746, 5.4, 3.6, 1.6, 7%, -0.84, 1169, i, 9, i
- CCOc1ccc(C(=O)N(CN2CCCC2=O)c2ccc(C)cc2)cc1
 : -0.0048, -0.25, 0.042, 0.77, -1.3%, -3%, -4, 698, 3.8, 2.9, 6.5, -2%, -0.31, 1229, i, -6, i
- CC(=O)Nc1cccc(NC(=O)C2CC3CCC2C3)c1 (centres undefined)
 : -0.12, -0.058, 0.00093, -0.027, 0.8%, 5%, 8, 780, 5.6, 4.0, 6.0, -1%, 0.11, 1155, i, 12, i
- CCOc1cc(/C=N/Nc2nc(N3CCCC3)nc(N3CCCC3)n2)ccc1O
 : 1.6, -0.14, 1.4, -2.2, 5.1%, 15%, -1, 729, 2.9, 2.2, 7.5, 8%, /, /, i, -21, i
- N#Cc1ccc(COc2ccc(CCO)cc2-n2nc3ccccc3n2)cc1
 : 4.9, -0.25, 2.9, -1.5, -1.4%, 4%, /, /, 2.2, 1.7, 3.6, 4%, 0.93, 1188, /, /, i
- CN(c1ccccc1)S(=O)(=O)c1ccc(C(=O)Nc2nccs2)cc1
 : -0.64, 1.1, 0.15, -0.041, -1.0%, 13%, /, /, 6.5, 2.6, 3.9, 7%, 0.64, 956, i, 8, i
- CC(=O)c1cc2c(cc1NC(=O)CN1CCN(c3ccc(F)cc3)CC1)OCO2
 : 0.36, -0.2, 0.19, 0.67, -2.1%, -2%, -14, 711, 2.6, 1.9, 6.2, -4%, -0.48, 1384, i, -3, i
- Cc1nc(NC(=O)COC(=O)C2=NNC(=O)CC2)c(Cl)cc1Cl
 : -0.51, -0.33, -0.11, 1, -1.2%, -3%, 2, 670, 6.4, 1.9, 5.0, 1%, -1.1, 1307, i, 4, i
- Cc1ccc(/C=N/NC(=O)c2ccoc2C)o1
 : -0.19, -0.17, -0.15, 0.49, -2.8%, 1%, 0, 714, 1.8, 1.7, 4.3, 9%, 0.48, 1304, i, 5, i
- O=[N+]([O-])c1ccc(-c2cnc(SCc3ccccc3Cl)[nH]2)cc1
 : -0.85, -0.22, -0.62, 0.86, 2.3%, -5%, /, /, 1.6, 1.5, 8.7, 14%, -0.49, 1502, i, 8, i
- COc1cccc(C(=O)N2CCn3c2nc2ccccc23)c1
 : -0.98, -0.24, -1.2, 1, 0.4%, 8%, 0, 638, 2.0, 2.1, 5.7, 4%, 0.91, 1460, i, -9, i
- COC(=O)c1ccc(CNC(=O)COC(=O)CCC2CCCC2)cc1
 : -0.33, -0.3, -0.42, 0.71, -2.8%, 0%, -11, 628, 7.0, 2.7, 5.7, -2%, 0.51, 1345, i, -8, i
- C=CCn1c(COc2ccc(F)cc2)nnc1SCC(=O)c1c[nH]c2c(CC)cccc12
 : -0.87, -0.26, -0.15, 0.67, -3.1%, -9%, -1, 664, 4.3, 2.9, 4.6, -7%, -0.08, 1530, i, -10, i
- CCn1c(SCC(=O)OCc2ccccc2)nc2c1c(=O)n(C)c(=O)n2C
 : -0.48, -0.19, -0.31, 0.79, -0.3%, 4%, /, /, 1.2, 1.2, 4.0, 1%, 0.23, 1507, i, 12, i
- Cc1nn(CC(=O)Nc2ccc3c(c2)nc(CCN2CCCCC2)n3C)c(=O)c2ccccc12
 : 0.076, -0.26, 0.66, 0.84, -3.4%, 12%, 7, 759, 1.9, 1.0, 2.6, 4%, -1, 987, i, -1, i
- NC(=O)CC(NC(=O)Cc1ccc(Br)cc1)c1ccc(NC2CCCC2)c([N+](=O)[O-])c1 (centres undefined)
 : 0.61, -0.69, 0.53, -0.94, /, 3%, -2, 663, /, /, /, 2%, -0.39, 892, /, /, i
